ABCG2 inh: human ABCG2 inhibition, ABCB1 as counter-screen | IgMXP3 cells, JC-1 efflux, flow cytometry | actives 0.1% (n = 190,000) | inhibition, % at 6.6 µM | Q9UNQ0;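 active = inhibition above 80%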;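 note: 0% = DMSO and 100% = nicardipine control wells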
Target sequence (Q9UNQ0 whole entry, looked up): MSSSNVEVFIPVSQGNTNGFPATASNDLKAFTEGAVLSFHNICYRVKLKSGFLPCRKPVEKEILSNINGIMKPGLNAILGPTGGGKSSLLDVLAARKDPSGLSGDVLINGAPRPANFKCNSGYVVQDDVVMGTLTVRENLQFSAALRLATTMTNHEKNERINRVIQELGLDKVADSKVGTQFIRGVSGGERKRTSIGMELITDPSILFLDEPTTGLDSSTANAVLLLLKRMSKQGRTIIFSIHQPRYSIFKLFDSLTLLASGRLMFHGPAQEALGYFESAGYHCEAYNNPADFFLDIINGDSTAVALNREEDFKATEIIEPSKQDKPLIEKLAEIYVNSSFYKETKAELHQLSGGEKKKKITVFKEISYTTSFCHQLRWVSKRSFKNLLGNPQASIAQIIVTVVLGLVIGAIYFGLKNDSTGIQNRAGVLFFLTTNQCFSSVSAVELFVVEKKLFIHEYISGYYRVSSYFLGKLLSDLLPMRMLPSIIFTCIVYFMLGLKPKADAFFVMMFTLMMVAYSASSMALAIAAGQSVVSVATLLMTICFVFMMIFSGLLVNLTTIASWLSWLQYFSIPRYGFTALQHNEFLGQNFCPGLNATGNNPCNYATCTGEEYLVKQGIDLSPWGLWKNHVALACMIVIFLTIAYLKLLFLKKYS
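Read-out basis: Efflux inhibition in percent versus controls | Test system: ABCG2 IgMXP3 and barcoded ABCB1 CCRF-Adr cell mix | Quantity: 3 million cells/mL in well | Schedule: 10 min at 25 °C | Control set: Nicardipine as high control, DMSO as low control | Reagent: JC-1 as fluorescent efflux pump substrate | Signal: Flow cytometry of retained JC-1 fluorescence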
Pf gamet viab: inhibitors of late stage P. falciparum gametocyte viability; P. falciparum stage V gametocytes, ATP luminescence, 24 h; inhibition, % at 10.9 µM; actives 0.065% (n = 150,000); AID 743093;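 active = inhibition above the mean plus 3 SD of compounds within the control limits, set per campaign, cut at about 38% in these data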;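 note: 0% = DMSO wells and 100% = medium only without gametocytes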
Avidin fluor: avidin bead compound fluorescence profile. Avidin beads, compound fluorescence 488/530 nm, flow cytometry; hits give high values. fluorescence (KMESF) at 10 µM. actives 0.38% (n = 220,000). AID 1775; in the data active = fluorescence above about 47; note: inactives centre near 10
ABCB1 inh: inhibitors of human ABCB1 transporter, ABCG2 counter-screen. CCRF-Adr cells, JC-1 efflux, flow cytometry. AID 1326. inhibition, % at 6.6 µM. actives 0.067% (n = 190,000); in the data active = inhibition above about 40%;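 note: 0% = vehicle and 100% = reference inhibitor; higher value means more JC-1 retained so stronger ABCB1 efflux block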
GSH bead fluor: compound fluoresces at 488/530 nm on GSH beads; fluorescence (KMESF) at 10 µM; GSH beads flow cytometry, compound fluorescence 488/530 nm; hits give high values; actives 0.25% (n = 190,000); AID 1776; in the data active = fluorescence above about 89;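 note: glutathione beads carrying GST-tagged Bcl family fusion proteins plus one bare bead set; values are compound well signal with DMSO vehicle wells as background; inactives centre near 16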
Numbers without * were called inactive; · = no result given. An excerpt, so the mix of outcomes need not match the whole.

Compound,ABCB1 inh,Avidin fluor,Pf gamet viab,ABCG2 inh,GSH bead fluor
Cc1ccc(C(=O)Nc2cccc(C(F)(F)F)c2)cc1NC(=O)c1csc(-c2ccncc2)n1,·,19,·,·,·
O=C(O)c1ccccc1NCc1ccco1,·,7,·,·,·
CC1=CC(=C2C=CC(=O)C=C2)C=C(C)N1C,·,6,·,·,·
CN(C)CC/C=C1/c2ccccc2COc2ccccc21,·,9,·,·,68
N[C@@H]1CONC1=O,·,7,·,·,65
C[C@@H]1O[C@@H](OC[C@H]2O[C@@H](Oc3c(-c4ccc(O)c(O)c4)oc4cc(O)cc(O)c4c3=O)[C@H](O)[C@@H](O)[C@@H]2O)[C@H](O)[C@H](O)[C@H]1O,·,7,·,·,63
CN1CC(=O)N2[C@H](c3ccc4c(c3)OCO4)c3[nH]c4ccccc4c3C[C@@H]2C1=O,·,7,·,·,67
O=C(O)C(O)c1ccccc1 (stereo not drawn),·,6,·,-1,65
CO[C@H]1C=CO[C@@]2(C)Oc3c(C)c(O)c4c(O)c(c5c(nc6cc(C)ccn65)c4c3C2=O)NC(=O)C(C)=CC=C[C@H](C)[C@H](O)[C@@H](C)[C@@H](O)[C@@H](C)[C@H](OC(C)=O)[C@@H]1C,·,6,·,1,64
COc1ccc2cc(CCC(C)=O)ccc2c1,·,5,·,-1,67
CCC(C)(C)N=C(NC#N)Nc1cccnc1,·,6,·,0,65
OCCOCCN1CCN(C2=Nc3ccccc3Sc3ccccc32)CC1,·,5,·,-2,65
CNCC[C@H](Oc1cccc2ccccc12)c1cccs1,·,6,·,2,68
CC1=C(C(=O)O)N2C(=O)[C@@H](NC(=O)[C@H](N)c3ccccc3)[C@H]2SC1,·,7,·,1,70
CC(c1cc2ccccc2s1)N(O)C(N)=O (stereo not drawn),·,6,·,1,67
CC(C)NCC(O)c1ccc(NS(C)(=O)=O)cc1 (stereo not drawn),·,9,·,0,70
OC[C@H]1O[C@@H](Oc2cc(O)cc(/C=C/c3ccc(O)cc3)c2)[C@H](O)[C@@H](O)[C@@H]1O,·,6,·,-1,66
COc1cc(-c2ccc(=O)[nH]n2)ccc1OC(F)F,·,7,·,3,68
C#C[C@]1(O)CC[C@H]2[C@@H]3CCc4cc(OC5CCCC5)ccc4[C@H]3CC[C@@]21C,·,6,·,4,64
O=C1CC[C@@H](C(=O)N2CSC[C@H]2C(=O)O)N1,·,9,·,1,65
CC(Cc1ccccc1)(NC(=O)CN)c1ccccc1 (stereo not drawn),·,6,·,1,67
Cn1c(=O)c2c(nc(N3CCN(c4ccccc4)CC3)n2CCCc2ccccc2)n(C)c1=O,2.7,2,·,5,38
Cc1nnc2ccc(N3CCOCC3)nn12,0.5,21,·,3,27
Cc1cc(C(=O)CSc2nc3ccccc3o2)c(C)n1CC1CCCO1 (stereo not drawn),0.3,12,·,2,21
O=C1c2ccccc2C(Nc2ccc(F)c(Cl)c2)N1Cc1ccco1 (stereo not drawn),-2.1,8,·,-2,19
O=C(CC(Nc1ccc(Cl)cc1)C(=O)O)c1ccccc1 (stereo not drawn),1.4,5,·,15,17
CC1(C)O[C@@H]2[C@H](O1)[C@@H](CO)O[C@H]2n1cnc2c(=O)[nH]cnc21,·,·,-8,·,·
O=C(CCCCCN1C(=O)c2cccc([N+](=O)[O-])c2C1=O)Nc1ccccc1F,·,·,-13,·,·
O=C(NCc1ccccc1Cl)C1CCCN1C(=O)NC1CCCCC1 (stereo not drawn),·,·,2,·,·
COCCN1C(=O)c2oc3cc(C)c(C)cc3c(=O)c2C1c1ccc(O)cc1 (stereo not drawn),·,·,-1,·,·
CCc1cc2c(NC(Cc3ccccc3)C(=O)O)nc(C)nc2s1 (stereo not drawn),·,·,2,·,·
CC1(C)CC(=O)C=C(c2ccc(F)cc2OCc2ccccc2)C1,·,·,-5,·,·
c1ccc(NC2=NCCN2CCCC2CCCCC2)cc1,·,·,2,·,·
COc1ccc2[nH]c(=O)c(-c3nnn(-c4ccc(F)cc4)n3)cc2c1,·,·,-17,·,·
COc1cccc(-n2c(SCC(N)=O)nnc2-c2ccco2)c1,·,·,-2,·,·
CC12CC3CC(C)(C1)CC(C(O)CN1CCOCC1)(C3)C2 (stereo not drawn),·,·,10,·,·
Cc1ccc(NC(=O)O/N=C/c2ccc(F)cc2)cc1,·,·,8,·,·
COc1ccc(CCNC(=O)Nc2cc(F)c(F)cc2Cl)cc1OC,·,·,-5,·,·
CC(C)CCNC(=O)C1CCN(Cc2cccc(OCc3ccccc3)c2)CC1,·,·,11,·,·
COc1cc(OC)cc(-c2c(C#Cc3ccsc3)c3cc(-c4ccc(OC)c(OC)c4)ccc3n2C)c1,·,·,-8,·,·
CC1CC(C)(C)CC(=O)C1C(=O)c1ccccc1 (stereo not drawn),·,·,-10,·,·
O=C(O)c1ccc(-c2sc(Nc3ccccc3)n[n+]2-c2ccccc2)cc1,·,·,-6,·,·
Cc1cc(C)c(S(=O)(=O)n2cc(C(C)C(N)C(=O)O)c3ccccc32)c(C)c1 (stereo not drawn),·,·,4,·,·
C[C@H](C[C@H](O)[C@H]1OC1(C)C)C1=C2C[C@H](O)C3[C@@]4(C)CCC(=O)C(C)(C)C4CC[C@]3(C)[C@@]2(C)CC1 (stereo partly drawn),·,·,4,·,·
COc1ccc(OC)c(C2C(C(=O)c3ccc(C)o3)=C(O)C(=O)N2CCCN2CCOCC2)c1 (stereo not drawn),·,·,-13,·,·
COc1ccc(NC(=O)/C(C#N)=C/c2ccc(-c3ccc(Cl)c(C(=O)O)c3)o2)cc1,·,·,23,·,·
CCCc1nc2c(s1)CCc1onc(-c3ccc(Cl)cc3)c1-2,·,·,11,·,·
CC(C)CCN1CCN(CCCc2ccccc2)CC1CCO (stereo not drawn),·,·,4,·,·
CCN1CCN(S(=O)(=O)c2ccc(OC)cc2)CC1,·,·,7,·,·
c1ccc([C@H]2CNCCN2CCc2cccc3ccccc23)cc1,·,·,-25,·,·

The list continues:
Compound,ABCB1 inh,Avidin fluor,Pf gamet viab,ABCG2 inh,GSH bead fluor
O=C(Cc1ccccc1)Nc1cccc(NC(=O)c2ccccc2)c1,·,·,-7,·,·
CCN(CC)CCCNC(=S)N(CCCO)Cc1cc2cc3c(cc2[nH]c1=O)OCO3,·,·,0,·,·
CSC1=NCCN1C(=O)Cc1cccc2ccccc12,·,·,5,·,·
C=CC[C@]12CCc3sccc3C1N(c1ccc(C(=O)OCC)cc1)C2=O (stereo partly drawn),·,·,-20,·,·
C/C(CCc1ccc2c(c1)OCO2)=N\N=C1\NC(=O)CC(C(=O)Nc2ccc(C(=O)O)cc2)S1 (stereo not drawn),·,·,-32,·,·
O=C(Cn1ccc(NC(=O)OCc2ccccc2)nc1=O)NCc1ccc2[nH]ccc2c1,·,·,-17,·,·
COC(=O)c1ccc(OCCOc2ccccc2C)cc1,·,·,-10,·,·
COc1ccc(NC(=O)c2ccc3c(c2)OCO3)cc1,·,·,10,·,·
CCOC(=O)CNC(=O)N1CCCC(Cc2ccccc2)(C(=O)OCC)C1 (stereo not drawn),·,·,-13,·,·
CC(C)(CN1CCOCC1)NS(=O)(=O)c1ccccc1,·,·,19,·,·
CCOC(=O)[C@@H]1[C@H]2COc3ccccc3[C@H]2N2C(=O)N(c3ccc(Cl)cc3)C(=O)[C@]12C,·,·,-32,·,·
CC(CNC(=O)c1ccccc1[N+](=O)[O-])NC(=O)c1ccccc1[N+](=O)[O-] (stereo not drawn),·,·,-9,·,·
CC(C)C[C@H]1COCCS(=O)(=O)N1Cc1ccccc1F,·,·,-8,·,·
COc1ccc(NC(=O)CC(C)CC(=O)NCc2ccccc2)c(OC)c1 (stereo not drawn),·,·,-12,·,·
N#CCOc1ccccc1/C=N/n1nnnc1N,·,·,-9,·,·
O=C1CN(S(=O)(=O)c2ccc(F)cc2)c2ccccc2N1,·,·,6,·,·
Cc1c(Cl)cccc1NC(=O)CCN1CCN(CCO)CC1,·,·,9,·,·
COc1cccc(CSc2nnc(-c3ccncc3)n2C)c1,·,·,-4,·,·
CCNC(=S)N(CCN(C)C)Cc1cc2cc3c(cc2[nH]c1=O)OCO3,·,·,-10,·,·
COc1ccc(C)cc1NC(=O)c1nn(C)c(C(=O)Nc2cc(C)ccc2OC)c1[N+](=O)[O-],·,·,2,·,·
C/C(=N\Nc1nc(C)cc(-c2ccccc2)n1)c1cccc(N)c1,·,·,-24,·,·
O=C(Nc1ccc(S(=O)(=O)Nc2ncccn2)cc1)C(F)(F)F,·,·,-12,·,·
O=C1CSC(=Nc2cccc(Cl)c2Cl)N1,·,·,-3,·,·
CCOc1cc(-c2noc(CCC(=O)NCCc3ccccc3)n2)ccc1OC,·,·,6,·,·
CCC(CO)Oc1cc(NCc2cc(C)cc(C)c2)c2ncn(C(C)C)c2c1 (stereo not drawn),·,·,-15,·,·

In the list so far, two have a CF3 group.
Compound,ABCB1 inh,Avidin fluor,Pf gamet viab,ABCG2 inh,GSH bead fluor
Cc1ccc(C(=O)Nc2cccc(C(F)(F)F)c2)cc1NC(=O)c1csc(-c2ccncc2)n1,·,19,·,·,·
O=C(Nc1ccc(S(=O)(=O)Nc2ncccn2)cc1)C(F)(F)F,·,·,-12,·,·

Complete entries from above. Screens in order: ABCB1 inh	Avidin fluor	Pf gamet viab	ABCG2 inh	GSH bead fluor
c1ccc(NC2=NCCN2CCCC2CCCCC2)cc1 as listed: ·	·	2	·	·
O=C(Nc1ccc(S(=O)(=O)Nc2ncccn2)cc1)C(F)(F)F as listed: ·	·	-12	·	·
COc1cc(-c2ccc(=O)[nH]n2)ccc1OC(F)F as listed: ·	7	·	3	68
OC[C@H]1O[C@@H](Oc2cc(O)cc(/C=C/c3ccc(O)cc3)c2)[C@H](O)[C@@H](O)[C@@H]1O as listed: ·	6	·	-1	66
CN(C)CC/C=C1/c2ccccc2COc2ccccc21 as listed: ·	9	·	·	68

Returning to the listing, starting four compounds before the break.
Compound,ABCB1 inh,Avidin fluor,Pf gamet viab,ABCG2 inh,GSH bead fluor
O=C(Nc1ccc(S(=O)(=O)Nc2ncccn2)cc1)C(F)(F)F,·,·,-12,·,·
O=C1CSC(=Nc2cccc(Cl)c2Cl)N1,·,·,-3,·,·
CCOc1cc(-c2noc(CCC(=O)NCCc3ccccc3)n2)ccc1OC,·,·,6,·,·
CCC(CO)Oc1cc(NCc2cc(C)cc(C)c2)c2ncn(C(C)C)c2c1 (stereo not drawn),·,·,-15,·,·
COc1ccc2[nH]cc(CCNC(=O)c3ccc4ccccc4n3)c2c1,·,·,-3,·,·
COc1cc(Cl)cc(C(c2c(C(=O)O)[nH]c3ccccc23)c2c(C(=O)O)[nH]c3ccccc23)c1O,·,·,-4,·,·
CCOCc1cc(CN2CCC(CCC(=O)NC3CC3)CC2)ccc1OC,·,·,3,·,·
CCOc1ccc(Nc2cc(=O)[nH]c(=O)[nH]2)cc1,·,·,-31,·,·
O=C(O)C(Nc1nc(C(F)(F)F)nc2ccccc12)c1ccccc1 (stereo not drawn),·,·,-5,·,·
C=C[C@@H]1c2cc(C)ccc2N(S(=O)(=O)c2ccc(C)cc2)[C@H](c2ccccc2)C1(C#N)C#N,·,·,-10,·,·
O=C(C1CC1)N1N=C(c2ccccc2)CC1(O)C(F)(F)C(F)(F)F (stereo not drawn),·,·,11,·,·
CC(C)(C)OC(=O)C[C@H]1C/C=C\C[C@@H](CC(=O)NCCO)C(=O)NCCOC1=O,·,·,15,·,·
CC(C)(C)OC(=O)C[C@H]1C/C=C\C[C@@H](CC(=O)NCCO)C(=O)NC[C@@H](c2ccccc2)OC1=O,·,·,20,·,·
C#CCOCCOCCOCCNc1nc(N2CCN(C(=O)[C@H](CCCCN)n3cc(CC(C)O)nn3)CC2)nc(N2CCN(C(=O)[C@H](CCCCN)n3cc(CC(C)O)nn3)CC2)n1 (stereo partly drawn),·,·,-16,·,·
COc1cc(/C=C(/C#N)C(=O)NCc2ccccc2)cc(OC)c1OC,·,·,-5,·,·
COc1ccccc1NS(=O)(=O)c1cc(NC(=O)c2[nH]c(C)c(C(C)=O)c2C)ccc1N1CCOCC1,·,·,0,·,·
CCOc1ccc(N(CC(=O)Nc2ccc(C)cc2C)S(C)(=O)=O)cc1,·,·,6,·,·

Source: PubChem
